Screening data as filed in PubChem BioAssay.
ERK EGF inh: qHTS Assay for Inhibitors of the ERK Signaling Pathway using a Homogeneous Screening Assay; Stimulation with EGF; HEK293-V1b, EGF-stimulated phospho-ERK AlphaScreen; Potency, µM (highest dose often 11.5 µM), without a hit: at the top dose activity change, negative = inhibition, usual class: inhibitors; actives 0.41% (n = 130,000); active = well fitted inhibition curve with a large enough effect; inconclusive = small, poorly fitted or top-dose-only effect, or effect the other way;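 note: plate controls were stimulated vehicle wells for no effect and unstimulated vehicle basal for full effect; nearly all actives have a fitted effect of over 55% in size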
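After overnight plating in 1% FBS, HEK293-V1b cells received test compound for half an hour, then a 5 min pulse of EGF (25 nM); ERK phosphorylation in lysates was read by bead-based AlphaScreen.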
* = called active by the depositor; ? = inconclusive; & = joins results of further samples; [ ] = dose if it differs, or a comment. Potency is the fitted concentration of half-maximal effect.

SMILES	ERK EGF inh
O=C(CC1Sc2ncnn2C1=O)Nc1ccc(Cl)cc1 (stereo unspecified)	3%
CC1=CCC2C(=O)N(CCc3c[nH]c4ccccc34)C(=O)C2C1 (stereo unspecified)	1%
COC(=O)c1ccc2c(=O)n(CCCCCC(=O)O)c(=O)[nH]c2c1	-11%
O=C(COC(=O)c1cc(=O)c2ccccc2o1)Nc1ccc2ccccc2c1	-3%
CC1(C)C(=O)Nc2ccccc2N1C(=O)COC(=O)c1cc(S(=O)(=O)N2CCOCC2)ccc1F	-2%
O=C(Nc1ccccc1N1CCCC1)c1ccc([N+](=O)[O-])cc1Cl	-1%
COC(=O)C1(c2ccccc2)NC(c2ccc(O)cc2)C2C(=O)N(c3ccc4c(c3)OCO4)C(=O)C21 (stereo unspecified)	-12%[57.5 µM]
Cc1cc(C)c2c(CC(=O)NCCc3ccccc3)coc2c1	3%
CS(=O)(=O)N1CCc2cc(-c3csc(NC(=O)Cc4ccccc4)n3)ccc21	1%
Cc1nnsc1Sc1ccccn1	2%
CSc1nc(O)cc(=O)n1-c1ccc(F)cc1	0%
Nc1ccc(-c2nc3ccc(N)cc3[nH]2)cc1	-7%
COc1ccc([N+](=O)[O-])cc1CSc1ccccn1	-5%
CCOC(=O)c1cc2c(=O)[nH]c(C(Cl)(Cl)Cl)nc2o1	1%
COc1ccc(C(=O)Nc2nc3cc4c(cc3s2)OCCO4)c(OC)c1	1%[57.5 µM]
S=C(c1nc2ccccc2[nH]1)N1CCOCC1	7%
CC(/C=C/c1ccc2c(c1)OCO2)=N\NC(=O)C(O)c1ccccc1 (stereo unspecified)	-8%[57.5 µM]
COc1cc(Cl)cc(/C=C/c2ccc3ccccc3n2)c1OC(C)=O	2%
COC(=O)CSc1ncnc2c1cnn2-c1ccc(C)cc1C	36%
COc1ccc(-c2csc(Nc3ccc(O)cc3)n2)cc1	?
Brc1cccc(OCCSc2ncccn2)c1	-11%
COc1ccc(/C(C)=N/NC(=O)c2cc(-c3cccnc3)nc3ccccc23)cc1	0%
O=C(O)c1ccc(/C=N/N2CCN(C3c4ccccc4-c4ccccc43)CC2)cc1	-9%[57.5 µM]
Cc1ccc(NS(=O)(=O)c2cc(NC(=O)c3cc(=O)[nH]c(=O)[nH]3)ccc2Cl)c(C)c1	-17%[57.5 µM]
Cc1cc(C)n2cnnc2n1	8%[57.5 µM]
C[C@@H](C(=O)N[C@@H](CO)Cc1ccccc1)[C@H]1C[C@]1(C)[C@H](NC(=O)OCc1ccccc1)c1ccccc1	8%
CCN(CC)C(=O)CSc1nc(-c2ccccc2)ccc1C#N	-6%
COc1ccccc1NS(=O)(=O)c1cc(NC(=O)c2cc3ccccc3oc2=O)ccc1C	8%
CCCCn1c(=O)c(CCC(=O)OCC(=O)NC(C)c2ccccc2)nc2ccccc21 (stereo unspecified)	1%
CCC(=O)Nc1cccc(C(=O)/C=C/c2ccc(F)cc2)c1	0%
O=C(NNC(=O)C1C2CCC(C2)C1C(=O)O)c1ccc(Br)o1 (stereo unspecified)	-4%
Cc1nc(NC(=O)Nc2ccc(Cl)cc2)sc1C	-3%
O=C1COc2ccc(C(=O)COC(=O)C3CC(O)CN3S(=O)(=O)c3ccc(Cl)cc3)cc2N1 (stereo unspecified)	10%
Cc1ccc(C2=NN(C(=O)COc3ncnc4ccccc34)C(c3ccco3)C2)cc1 (stereo unspecified)	0%
O=C(CC1CS(=O)(=O)CC1CC(=O)Nc1ccc2c(c1)OCCO2)Nc1ccc2c(c1)OCCO2 (stereo unspecified)	-2%
Cc1ccnn1CC(=O)N/N=C/c1cn[nH]c1-c1ccc(F)cc1	7%[57.5 µM]
COc1ccc2nc(NC3=NC(c4ccccc4)CC(=O)N3)nc(C)c2c1 (stereo unspecified)	4%
CN(NS(C)(=O)=O)c1ncc(C(F)(F)F)cc1Cl	2%
Cc1ccc(C(=O)CSc2nnc(-c3ccco3)n2C)cc1	1%
Cc1ccc(NCC(=O)Nc2cccc(S(=O)(=O)N(C)C)c2)c(Cl)c1	3%
CC1(C)C2CCC1(C)C(OC(=O)C[n+]1ccccc1)C2 (stereo unspecified)	10%[57.5 µM]
CC1(C)OC(=O)C(=NNc2ccc(C(=O)O)cc2)C(=O)O1	2%[57.5 µM]
CN1CCN(C(=O)c2cccc(COc3cc(Cl)ccc3Cl)c2)CC1	-8%
Cc1cc(C(=O)N/N=C/C=C/c2ccccc2[N+](=O)[O-])c(C)o1	12%
C/C(=N\NC(=O)c1csc(C)c1C)c1ccc(C)s1	-1%
CSc1ccccc1NC(=O)Cn1ccsc1=N	9%
O=C(c1cn(-c2ccccc2)nc1-c1cccc(Br)c1)N1CCOCC1	-10%
CCN1CCN(C(c2ccccc2)c2nnnn2Cc2ccc3c(c2)OCO3)CC1 (stereo unspecified)	?
O=c1[nH]c(=O)n([C@H]2C[C@H](O)[C@@H](CO)O2)cc1Br	-7%&-3%
Cc1onc(-c2c(F)cccc2Cl)c1C(=O)NCCO	-9%
COc1ccc(/C=C/C(=O)NC(=S)N2CCN(c3ccccn3)CC2)cc1	-21%[57.5 µM]
O=[N+]([O-])c1cc(S(=O)(=O)NC2=NCCCCC2)ccc1Cl	-23%
Cc1cc(C(=O)N/N=C2\CC(=O)CC(C)(C)C2)c(C)n1-c1ccccc1	16%
O=C(O)c1c(-n2cccc2)sc2c1CCCC2	-10%
COCCN(C(=S)Nc1cccc(C)c1C)C(C)c1ccco1 (stereo unspecified)	-1%
CC(C)[C@H](NC(=O)c1ccccc1)C(=O)OCc1nc2scc(-c3ccccc3)c2c(=O)[nH]1	35µM*
Nc1ccccc1Nc1cc(-c2ccccc2)nn1-c1cccc(Cl)c1	?
CC(C)(C)C(=O)Cn1c(=O)n(-c2ccc(F)cc2F)c(=O)c2sccc21	5%
CCC(CC)C(=O)Nc1ccc(C(=O)Nc2cc(C)on2)cc1	-3%
Cc1ccc2c(c1)cc(CN(Cc1cccnc1)C(=O)c1ccccc1)c1nnnn12	-4%

Further structures.
SMILES	ERK EGF inh
O=C(/C=C/c1ccccc1)NC1CCSC1=O (stereo unspecified)	-2%
CC1(CCc2ccccc2)NC(=O)N(CC(=O)Nc2ccc(S(N)(=O)=O)cc2)C1=O (stereo unspecified)	13%
Fc1ccc(Oc2nnnn2-c2ccccc2)cc1	-4%
CC(=O)C1C(c2ccc(Br)cc2)c2c(noc2C)CC1(C)O (stereo unspecified)	-14%[57.5 µM]
Brc1ccc(-c2csc(N/N=C/c3ccc4c(c3)OCO4)n2)cc1	2%
CC(C)N(C(=O)Cn1cc(SCC(=O)NCC2CCCO2)c2ccccc21)C(C)C (stereo unspecified)	-9%
COc1ccccc1OCCCCCCN1CCOCC1	-10%
C/C(CC(C)C)=N\Nc1ccc(S(N)(=O)=O)cc1[N+](=O)[O-]	-10%
COc1cccc(/C=N/NC(N)=S)c1OS(=O)(=O)c1ccccc1	-5%
CS(=O)(=O)Oc1ccc2c(c1)O/C(=C\c1cccnc1)C2=O	-3%[57.5 µM]
CCN(c1ccccc1)S(=O)(=O)c1cc(C(=O)Oc2ccc3c(C)cc(=O)oc3c2)ccc1C	-1%
CC(C)(C)NC(=O)CCCCCCCC(=O)NC(C)(C)C	-11%
O=C(c1ccc(S(=O)(=O)Nc2ccc(F)cc2)cc1)N1CCN(c2ccccn2)CC1	5%
Cc1cs/c(=N/C(=S)Nc2ccccc2)n1C	18%
CCOC(=O)c1cnc2ccc(C(=O)OC)cc2c1Nc1cccc(C(=O)O)c1	-19%

Reformatted as a markdown table: 17 of the compounds above.
| mol | ERK EGF inh |
| --- | --- |
| CCC(CC)C(=O)Nc1ccc(C(=O)Nc2cc(C)on2)cc1 | -3% |
| Cc1ccc2c(c1)cc(CN(Cc1cccnc1)C(=O)c1ccccc1)c1nnnn12 | -4% |
| O=C(/C=C/c1ccccc1)NC1CCSC1=O (stereo unspecified) | -2% |
| CC1(CCc2ccccc2)NC(=O)N(CC(=O)Nc2ccc(S(N)(=O)=O)cc2)C1=O (stereo unspecified) | 13% |
| Fc1ccc(Oc2nnnn2-c2ccccc2)cc1 | -4% |
| CC(=O)C1C(c2ccc(Br)cc2)c2c(noc2C)CC1(C)O (stereo unspecified) | -14%[57.5 µM] |
| Brc1ccc(-c2csc(N/N=C/c3ccc4c(c3)OCO4)n2)cc1 | 2% |
| CC(C)N(C(=O)Cn1cc(SCC(=O)NCC2CCCO2)c2ccccc21)C(C)C (stereo unspecified) | -9% |
| COc1ccccc1OCCCCCCN1CCOCC1 | -10% |
| C/C(CC(C)C)=N\Nc1ccc(S(N)(=O)=O)cc1[N+](=O)[O-] | -10% |
| COc1cccc(/C=N/NC(N)=S)c1OS(=O)(=O)c1ccccc1 | -5% |
| CS(=O)(=O)Oc1ccc2c(c1)O/C(=C\c1cccnc1)C2=O | -3%[57.5 µM] |
| CCN(c1ccccc1)S(=O)(=O)c1cc(C(=O)Oc2ccc3c(C)cc(=O)oc3c2)ccc1C | -1% |
| CC(C)(C)NC(=O)CCCCCCCC(=O)NC(C)(C)C | -11% |
| O=C(c1ccc(S(=O)(=O)Nc2ccc(F)cc2)cc1)N1CCN(c2ccccn2)CC1 | 5% |
| Cc1cs/c(=N/C(=S)Nc2ccccc2)n1C | 18% |
| CCOC(=O)c1cnc2ccc(C(=O)OC)cc2c1Nc1cccc(C(=O)O)c1 | -19% |

Later entries.
SMILES	ERK EGF inh
Cc1ccc(C(=O)NC(=S)NNC(=O)CC#N)cc1	9%
COc1cccc(/C=C2\SC(=S)N(N3CCOCC3)C2=O)c1OC	?
COc1ccc(OC)c(CN2CCC(C(=O)N3CCOCC3)CC2)c1	-9%
CCOC(=O)c1cc2c(nc1NC(=S)NCc1ccccc1)CCCC2	-25%
COc1ccc2[nH]c3c(c2c1)CCn1c-3nc2sc(C(=O)Nc3ccccc3)c(C)c2c1=O	8%
C/C(=C\CCC1(C)C2CC3C(C2)C31C)C(=O)O (stereo unspecified)	1%[57.5 µM]
O=C(O)C1CC=CCC1C(=O)Nc1cccc([N+](=O)[O-])c1 (stereo unspecified)	9%
C(=N\N1CCN(c2ccccn2)CC1)/c1cccc2ccccc12	?
Cc1cc(C)nc(Nc2nc3ccccc3o2)n1	12%[57.5 µM]
COc1ccc2nc3oc(C(=O)N4CCCCC4)cc3cc2c1	8%
CCCCC(=O)N/N=C(\C)c1cccc(NC(=O)C2CC2)c1	13%
COc1ccc(C(=O)NCCSc2ccccc2)cc1	5%
Cc1ccc(NC(=O)CCc2nc3ccccc3s2)c(O)c1	4%
NS(=O)(=O)c1ccc(NC(=O)Nc2ccc(Cl)cc2)cc1	-1%
Cc1ccc(CNCC(=O)Nc2ccc(N3CCOCC3)cc2)cc1	-6%[57.5 µM]
O=C(Nc1ncn[nH]1)c1ccc(Cl)cc1Cl	16%
N#CCSc1nc2[nH]ncc2c(=O)n1-c1ccccc1Br	?
O=C(/C=C/c1ccccc1Cl)c1ccc[nH]1	-2%
CCc1cccc(CC)c1NC(=S)NCc1ccc2[nH]c(C)cc2c1	-7%
CN(C)C(CNc1ccc([N+](=O)[O-])cc1C#N)c1ccccc1 (stereo unspecified)	0%[57.5 µM]
CC1=CC=CC2=NC(=O)CC(C)(C(=O)O)N12 (stereo unspecified)	-4%
COc1ccccc1N1CCN(C(=O)/C=C/c2ccccc2)CC1	8%
CCOC(=O)Cn1nc(C)n(-c2ccc(Br)cc2)c1=O	2%
CC(C)OCCCNC(=O)NC(=O)c1ccc(Cl)cc1	-2%
Cc1cc(N2CCN(C)CC2)nc2ccc(NC(=S)N3CCN(c4ccc(Cl)cc4)CC3)cc12	-4%
Cc1cccc(NNC(=O)C2CCC2)c1	3%[57.5 µM]
N/C(=N\OC(=O)Cc1ccccc1[N+](=O)[O-])c1cccnc1	-2%
CC1CN(C(=O)N2CCCCC2)CCN1C(=O)N1CCCCC1 (stereo unspecified)	-7%
CC(C)(C)N/N=C/c1cc(Cl)cc([N+](=O)[O-])c1O	11%
Cc1ccc(C2C3=C(CC(C)(C)CC3=O)OC3=C2C(=O)CC(C)(C)C3)cc1	2%
CC1=C(C(=O)OCc2ccccc2)C(c2ccccc2-c2ccccc2)NC(=O)N1CCCCCC(=O)O (stereo unspecified)	-1%&-4%
CCOc1cc(NC(=S)NCCCOC)c(OCC)cc1NC(=O)c1ccco1	5%
CCOc1ccc(NC(=O)COC(=O)C2(C)CC2(Cl)Cl)c([N+](=O)[O-])c1 (stereo unspecified)	?
C/C(=N\NC(=S)NCc1ccccc1)c1ccc2ccccc2c1	4%
COc1ccccc1Nc1nc(N)nc(CN2CCC(C)CC2)n1	-1%
COc1cc([N+](=O)[O-])cc2sc(NC(=O)C3CC3)nc12	2%
O=C(CSc1nnc(CNC(=O)C23CC4CC(CC(C4)C2)C3)n1-c1ccccc1)Nc1ccccc1	1%
Cc1ccc(C)c2[nH]c(=O)c(CN(CC3CCCO3)C(=S)NCc3ccco3)cc12 (stereo unspecified)	5%[57.5 µM]
CCOC(=O)c1c(C)[nH]c(C(=O)N2CCCC(C(=O)c3cccc(OC)c3)C2)c1C (stereo unspecified)	-14%[57.5 µM]
c1ccc(Cn2c[n+](Cc3ccccc3)cn2)cc1	-21%[57.5 µM]
Cc1c(-c2nnc(SCC(=O)O)n2-c2ccccc2Br)nnn1-c1ccccc1	7%
COc1ccc2c(c1)C=CC1(O2)N(CCO)c2ccccc2C1(C)C (stereo unspecified)	31%[57.5 µM]
CC(=O)NCCC(=O)Nc1nc(-c2cccs2)c(-c2cccs2)s1	7%
CC(=O)Nc1ccc(NC(=O)C(C)OC(=O)C2(c3ccc(F)cc3)CCCC2)cc1 (stereo unspecified)	10%
C=CCOc1ccc(Br)cc1CNCCCN1CCOCC1	2%
COc1ccc(OCCCC(=O)Nc2nccs2)cc1	-3%[57.5 µM]
CCCCCC1CC(CC(=O)NC(=S)Nc2ccccc2Cl)C(=O)O1 (stereo unspecified)	1%
CC1(CCl)N([O-])C2=C(CCCC2)[N+]1=O (stereo unspecified)	-8%[57.5 µM]
Cc1cccc(Sc2ccc([N+](=O)[O-])cc2[N+](=O)[O-])n1	11%
COc1ccc(NC(=O)N2CCC(c3nc4ccccc4[nH]3)CC2)cc1	2%

These rows are one share of the data; rates above refer to the full screens.
